Screens as filed in PubChem.
Myeloid diff 2: promotes myeloid progenitor differentiation. ER-HoxA9 myeloid progenitors, lysozyme-GFP differentiation, flow cytometry. calls only at 10 µM. 1% of 360,000 active. AID 624256;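 active means normalized GFP-positive differentiation at or above the plate's own cutoff, the solvent-only control mean plus 3 SD; inconclusive means no clear call, values can overlap the other calls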;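 further: cells exposed to compound for four days before flow analysis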
Myeloid diff 2 GFP+ MAC1+ %: also measured in Myeloid diff 2; calls as there; GFP+ MAC1+ double positive, %; measured here: differentiation confirmed by MAC1 staining
Active calls of the source: *; i = inactive; ? = inconclusive; . = not tested or not shown; + = active, no number.

| mol | Myeloid diff 2 | Myeloid diff 2 GFP+ MAC1+ % |
| --- | --- | --- |
| Cc1cccc(C)c1NC(=O)c1csc(COCCO)n1 | i | 0.5 |
| O=C(NN=Cc1c(O)ccc2ccccc12)C1CC1 | ? | . |
| COc1cccc(C(C#N)NCCCNC(C#N)c2cccc(OC)c2OC)c1OC (stereo not drawn) | i | 3.2 |
| CCCCNC(=O)c1nc(-c2cccs2)oc1-c1ccc(Cl)cc1 | i | 1.5 |
| COC(=O)N1CCCCC1c1cc(C(=O)Nc2ccc3c(c2)OCO3)no1 (stereo not drawn) | i | 1.6 |
| CC1(C(=O)NCCC#N)CCN1C(=O)c1ccccc1CCc1ccccc1 (stereo not drawn) | i | 0.6 |
| COc1ccc(N=CC2CCCCC2=O)c([N+](=O)[O-])c1 (stereo not drawn) | i | 0.8 |
| CC(C)C[C@@H](CN)NC(=O)c1nc[nH]c1C(=O)N[C@@H](CC(C)C)C(=O)CNC[C@H](C)NC(=O)c1nc[nH]c1C(=O)N[C@@H](C)C(=O)O | i | 0.5 |
| CCCN1Cc2cccc(C(=O)Nc3ccc(OC)c(OC)c3)c2C1=O | i | 0.0 |
| Nc1ccn([C@@H]2O[C@H](C(=O)N[C@H](COC=O)Cc3ccccc3)[C@@H](O)[C@H]2O)c(=O)n1 | i | 0.4 |
| CCOC(=O)N1CCN(C(=O)C[C@@H]2C[C@@]3(C(=O)OCC)CCCC=C3N(CCC3=CCCCC3)C2=O)CC1 | i | 4.5 |
| O=c1[nH][nH]c(=O)c2c1[nH]c(=S)n2Cc1ccccc1 | i | 0.5 |
| Cc1ccc(S(=O)(=O)N2C[C@@H](C)[C@]3(C2)[C@H](O)[C@H](OC(=O)NCc2ccccc2)C[C@H]2C(=O)N(c4ccccc4)C(=O)[C@H]23)cc1 | i | 1.2 |
| CCOC(=O)C1=C(C(=O)OCC)N(Cc2ccccc2)CCC1=O | i | 0.8 |
| Cn1c(NCCc2ccncc2)nc2cc(-c3ccccc3)sc2c1=O | ? | . |
| COc1cc(-n2c(C)nc3ncn(-c4ccccc4)c3c2=O)cc(OC)c1OC | i | 0.2 |
| CC(C)(C)c1cc(NC(=O)C2(C)CCN2C(=O)c2ccccc2CCc2ccccc2)no1 (stereo not drawn) | i | 0.7 |
| CN(Cc1ccco1)C(=O)[C@H](Cc1ccccc1)NC(=O)CC[C@H]1O[C@@H](n2ccc(=O)[nH]c2=O)[C@H](O)[C@@H]1O | i | 0.9 |
| O=C1C=CC(=O)c2c(O)c(N3CCN(CCOCCO)CC3)c(Br)c(O)c21 | ? | . |
| CCOC(=O)N1CC(C)N(C(=S)Nc2ccccc2)CC1C (stereo not drawn) | i | 0.7 |
| CC1(C(=O)NS(=O)(=O)c2ccccc2Cl)CCN1C(=O)CCc1cccs1 (stereo not drawn) | i | 0.9 |
| CC(=O)N1CCC(C(=O)N2c3ccccc3N=C(c3ccc(C(F)(F)F)cc3)C2C(=O)NC2CCCC2)CC1 (stereo not drawn) | i | 3.8 |
| COc1ccc(NC(=O)Nc2ccc3nc([C@@H]4O[C@H](CO)[C@@H](O)[C@H](O)[C@H]4O)[nH]c3c2)cc1OC1CCCC1 | i | 1.2 |
| OCCN1CCN(c2ncnc3c2ncn3[C@H]2CN(Cc3ccc(Cl)cc3)C[C@@H](CO)O2)CC1 | i | 0.8 |
| NC(=O)CC1(c2ccccc2)CCCCC1 | i | 1.5 |
| C[C@@H]1CN([C@H](C)CO)C(=O)c2cc(-c3ccc(C(=O)N(C)C)cc3)cnc2O[C@@H]1CN(C)C(=O)c1cccnc1 | i | 0.6 |
| O=C(NCc1ccccc1Cl)c1csc([C@H]2C[C@H](O)[C@@H](CO)O2)n1 | i | 0.9 |
| Cc1ccc(S(=O)(=O)N2C[C@@H](C)[C@]3(C2)[C@H](O)[C@H](OC(=O)Nc2c(C)noc2C)C[C@H]2C(=O)N(c4ccccc4)C(=O)[C@H]23)cc1 | i | 0.8 |
| COc1ccc(S(=O)(=O)N(C)C[C@@H]2OCc3cnnn3CCCC(=O)N([C@H](C)CO)C[C@H]2C)cc1 | i | 0.9 |
| CN(C(=O)c1cccc(NC(=O)Cc2ccc(NC(=O)C3CCCN(C(=O)C4CCC4)C3)cc2)c1)C1CCCCC1 (stereo not drawn) | i | 0.9 |
| COc1ccc(-c2nc3c4ccccc4ccn3c2Cc2cccc(Cl)c2)cc1OC | i | 0.4 |
| Cc1ccc(S(=O)(=O)N[C@H](CO)C(C)C)cc1 | i | 1.8 |
| CCOC(=O)C1CCCN(C(=O)COc2ccc(C(C)(C)C)cc2)CC1 (stereo not drawn) | i | 1.7 |
| COc1ccc(NC(=O)N(C)C[C@@H]2OCc3ccccc3-c3c(n(C)c4ccccc34)C(=O)N([C@H](C)CO)C[C@H]2C)c(OC)c1 | i | 0.5 |
| O=C(COc1cccc(Br)c1)N/N=C/c1ccc2c(c1)OCCO2 | i | 1.5 |
| COc1ccc(NC(=O)c2cc(C3CCCCN3S(=O)(=O)c3ccc(F)cc3F)on2)c(C)c1 (stereo not drawn) | i | 1.1 |
| OCC1OC(c2ccc(O)cc2O)C(O)C1O (stereo not drawn) | i | 1.9 |
| O=C(Cc1cccc(F)c1)N1CCOCC1 | i | 0.5 |
| O=C(Nc1cccc(-c2ccc(N3CCOCC3)nn2)c1)c1cccc(Cl)c1 | i | 0.5 |
| Cc1ccccc1-c1csc(C(O)c2cccnc2)n1 (stereo not drawn) | i | 0.8 |
| c1ccc(-c2c[nH]c(-c3ccccc3)c2)cc1 | i | 3.6 |
| COc1ccc(C(c2nnnn2C2CCCCC2)N2CCN(C/C=C/c3ccccc3)CC2)cc1 (stereo not drawn) | i | 0.5 |
| COc1ccc(CCC(=O)Nc2ccc(Cl)c(S(=O)(=O)N3CCOCC3)c2)cc1OC | i | 2.2 |
| C[C@@H]1CN([C@@H](C)CO)C(=O)CCCn2nncc2CO[C@@H]1CN(C)C(=O)Nc1cccc2ccccc12 | i | 0.4 |
| COc1ccccc1-c1cc2nc(-c3ccccc3)cc(N3CCN(C(=O)c4ccco4)CC3)n2n1 | i | 0.8 |
| CCNC(=O)C1(C)CCN(C(=O)c2cccc(OC(C)=O)c2C)C1 (stereo not drawn) | i | 1.0 |
| C(=NOCCc1ccccc1)c1ccncc1 | i | 0.3 |
| COC1=CC(=NCl)C=CC1=NCl | i | 1.2 |

(continued)
Values in the order – Myeloid diff 2	Myeloid diff 2 GFP+ MAC1+ %
- CCCCNC(=O)c1nc(-c2ccncc2)oc1-c1ccccc1
    i	1.2
- Clc1cccc(CNc2ccn3nc(-c4ccco4)cc3n2)c1
    i	1.3
- CC(C)(C)OC(=O)N(CCc1ccccc1)Cc1ccccc1OCc1cccc(NC(=O)C2CCCC2)c1
    i	1.4
- CCCNC(=O)c1cc(C2CCCN(S(=O)(=O)c3ccccc3)C2)on1 (stereo not drawn)
    i	0.8
- Cc1ccccc1OCCOC(=O)c1cc(S(=O)(=O)N2CCOCC2)ccc1C
    i	1.1
- COc1ccc2sc(-c3ccccc3OC)c(-c3ccc(SC)cc3)c2c1
    i	0.5
- C[C@@H]1CN([C@H](C)CO)C(=O)CCCn2nncc2CO[C@H]1CN(C)S(=O)(=O)c1cccc(F)c1
    i	1.6
- O=C(/C=C/c1ccccc1)Nc1cccc(C(=O)N2CCCCC2)c1
    i	0.8
- CC(C)C[C@@H](CNCC(=O)[C@H](CC(C)C)NC(=O)c1[nH]cnc1C(=O)N[C@H](CN)CC(C)C)NC(=O)c1nc[nH]c1C(=O)N[C@@H](Cc1ccccc1)C(=O)O
    i	0.9
- O=C(CC1Sc2ccccc2NC1=O)NNc1cccc(Cl)c1Cl (stereo not drawn)
    i	0.9
- CS(=O)(=O)Nc1ccc2c(c1)[C@H]1C[C@H](CC(=O)NCc3ccccc3)O[C@H](CO)[C@H]1O2
    i	1.3
- COc1ccc(OC)c(C=C2CCc3ccccc3C2=O)c1
    i	2.5
- Cc1ccc(S(=O)(=O)N2C3CCCCC3O[C@H]2CC(=O)c2ccc(F)cc2)cc1 (stereo partly drawn)
    i	2.0
- CCOC(=O)C1(C)CCCN(C(=O)c2ccc3ccccc3c2)C1 (stereo not drawn)
    i	1.6
- CCC1(C(=O)NC(=Nc2ccccc2)Nc2ccccc2)CCOC1=O (stereo not drawn)
    i	0.6
- Cc1nc2c(Br)cc(Br)cc2c(=O)n1-c1ccccc1NC1OCC(O)C(O)C1O (stereo not drawn)
    i	0.6
- CCc1nc2ccc(C(=O)NCc3ccccc3OC)cn2c1N(CC)Cc1cccc(Br)c1
    i	1.1
- CC(C)N1CC2(CC(c3ccccc3F)=NO2)CN1C(=O)c1ccc(C(C)(C)C)cc1 (stereo not drawn)
    i	0.2
- CC1CC(C)(C)CC2(C1)NC(=O)N(CC(=O)N1CCN(S(=O)(=O)c3cccc(Cl)c3Cl)CC1)C2=O (stereo not drawn)
    i	0.2
- COc1ccc(CCN2C(=O)COc3ccccc3C2C(=O)NCc2ccccc2)cc1OC (stereo not drawn)
    i	0.5
- Cc1cc(F)ccc1-c1cc(C(=O)NCc2cc(C(F)(F)F)cc(C(F)(F)F)c2)[nH]n1
    i	1.4
- Cc1ccccc1-c1cc2nc(NCc3ccncc3)n(C)c(=O)c2s1
    i	0.5
- N#Cc1cccc(NC(=O)c2cc(C3CCCCN3C(=O)C3CC3)on2)c1 (stereo not drawn)
    i	0.5
- O=C(N/N=C/c1ccc(Cl)cc1)c1ccc2nc[nH]c2c1
    i	1.6
- COCCNC(=O)C1(C)CCCN(C(=O)c2cc(F)cc(F)c2)C1 (stereo not drawn)
    i	0.6
- Cc1cc(C(=O)N2CCC2(C)C(=O)NCC(C)(C)C)nn1C (stereo not drawn)
    i	0.3
- CNc1nc(NCc2ccc(C)cc2C)c2sccc2n1
    i	1.6
- COc1ccc(Cl)cc1-c1cc(C(=O)NCc2cccc(Cl)c2)[nH]n1
    i	1.0
- O=C(Nc1c(-c2ccccc2)[nH][nH]c1=O)c1cnccn1
    i	1.7
- O=C(O)c1ccc(NN=Cc2cc(=O)[nH]c(=O)[nH]2)cc1
    i	0.4
- O=S1(=O)N[C@@H](Cc2ccccc2)COc2cc(N3CCSCC3)ccc21
    i	0.7
- COC(=O)C[C@H]1N(S(=O)(=O)c2ccc(C)cc2)C(C(C)C)CC1(C(=O)OC)C(=O)OC (stereo partly drawn)
    i	2.9
- CCCCCCCCN1C(=O)[C@H](CC(=O)NCCCN2CCCC2=O)C[C@@]2(C(=O)OC)CCCCC=C12
    i	1.3
- O=C(Nc1ccccc1N1CCOCC1)c1cccc2ccccc12
    i	0.5
- Cn1c(-c2ccccc2)cc(=O)cc1-c1ccccc1
    i	0.6
- Cc1ccc(S(=O)(=O)NC(=O)C2(C)CCN2C(=O)Cc2ccc(C(C)(C)C)cc2)nc1 (stereo not drawn)
    i	1.0
- OCCC#Cc1ccc(N2C(c3ccsc3)=Cc3ccc(F)cc3C2c2c[nH]c3ccccc23)cc1 (stereo not drawn)
    +	2.0*
- C[C@@H]1CN([C@H](C)CO)C(=O)CCCn2nncc2CO[C@@H]1CN(C)S(=O)(=O)c1cccs1
    i	0.8
- COCC(=O)N[C@H]1C=C[C@@H](CC(=O)NCc2ccccc2OC)O[C@@H]1CO
    i	0.6
- Cc1cc(C)cc(C(=O)N2CCCCC2)c1
    i	0.9
- O=S(=O)(Nc1cccc(S(=O)(=O)N2CCCC2)c1)c1ccc(Br)cc1
    i	0.8
- CC1(C(=O)NS(=O)(=O)c2ccc(F)cc2F)CCN1C(=O)CC1CC1 (stereo not drawn)
    i	1.4
- C#CCNC(=O)C[C@@H]1C[C@@]2(C(=O)OCC)CCCC=C2N(Cc2ccccc2)C1=O
    i	2.8
- Cc1nn(CC(C)C)c(Cl)c1C(=O)NCC(C)(C)N1CCOCC1
    i	2.6
- COc1cccc(-c2cnc(C(O)c3ccc(C)c(F)c3)[nH]2)c1 (stereo not drawn)
    i	0.7
- Cn1c(=O)n(C)c2cc(CNC(=O)[C@H]3O[C@@H](n4ccc(=O)[nH]c4=O)[C@H](O)[C@@H]3O)ccc21
    i	0.4
- COc1ccc(NC(=O)N(C)[C@H]2C[C@H]3c4[nH]c5ccccc5c4CCN3C(=O)[C@H]2CO)cc1
    i	1.0
- CC(C)C[C@H]1CNC(=O)C(=O)N1C[C@H](Cc1ccc(O)cc1)NC(=O)CC12CC3CC(CC(C3)C1)C2
    i	1.9
- C[C@H](CO)N1C[C@H](C)[C@@H](CN(C)C(=O)C2CCOCC2)Oc2ncc(Br)cc2C1=O
    i	0.6
- NC(Cc1ccccc1)c1csc(Nc2cc(Oc3ccccc3)ncn2)n1 (stereo not drawn)
    i	2.7
- C[C@H]1CN([C@@H](C)CO)S(=O)(=O)c2ccc(Br)cc2O[C@@H]1CN(C)C(=O)c1cccnc1
    i	1.2

Not all compounds are listed; the hit share may differ from the screen's.
